Assay outcomes (PubChem BioAssay)
IDH1 mut inh: blocks human IDH1 R132H reductase activity; inhibition, % at 10 µM; diaphorase/resazurin fluorescence, 60 min; AID 624101; 0.18% of 70,000 active; O75874; in the data active means inhibition above about 34%;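 further: 0% = DMSO and 100% = no enzyme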
EZH2 inh: EZH2 (human) methyltransferase inhibition. inhibition, % at 12.5 µM. Q15910. 0.35% of 57,000 active. PRC2 H3K27 methylation, DELFIA TRF, 1 h. AID 651548;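 active means mean inhibition of replicates at least 50% and every single replicate also reaching 50%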;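 further: dimethyl H3K27 on biotinylated H3 21-44 peptide detected by antibody; plate controls were median neutral control wells for no effect and median positive control wells for full effect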
Target sequence (Q15910 whole entry, looked up): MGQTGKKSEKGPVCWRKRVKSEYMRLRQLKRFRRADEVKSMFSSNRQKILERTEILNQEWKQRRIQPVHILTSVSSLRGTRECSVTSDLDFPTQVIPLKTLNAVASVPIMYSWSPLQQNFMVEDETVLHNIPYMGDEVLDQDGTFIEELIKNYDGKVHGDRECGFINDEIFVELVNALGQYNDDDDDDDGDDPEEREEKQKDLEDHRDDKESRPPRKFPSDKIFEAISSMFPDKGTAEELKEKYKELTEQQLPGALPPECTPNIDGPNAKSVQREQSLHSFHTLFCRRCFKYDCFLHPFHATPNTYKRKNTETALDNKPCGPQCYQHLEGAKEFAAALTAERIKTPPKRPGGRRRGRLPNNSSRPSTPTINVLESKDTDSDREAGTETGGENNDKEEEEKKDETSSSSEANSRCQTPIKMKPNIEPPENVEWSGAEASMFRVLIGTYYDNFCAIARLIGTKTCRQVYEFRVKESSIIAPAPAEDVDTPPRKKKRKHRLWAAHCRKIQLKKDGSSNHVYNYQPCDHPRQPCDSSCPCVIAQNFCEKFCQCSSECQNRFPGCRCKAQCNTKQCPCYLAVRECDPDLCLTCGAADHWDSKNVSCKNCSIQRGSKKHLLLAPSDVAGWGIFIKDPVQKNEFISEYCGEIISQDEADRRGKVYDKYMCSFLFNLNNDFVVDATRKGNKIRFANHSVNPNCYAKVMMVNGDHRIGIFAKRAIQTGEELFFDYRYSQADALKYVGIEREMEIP
Active calls of the source: *; · = no result given; & = joins results of further samples. Not all compounds are listed (hit frequency here may not be typical).

SMILES	IDH1 mut inh	EZH2 inh
O=c1[nH]c(=O)n(Cc2c(Cl)cccc2Cl)cc1F	-0.5	0
C[C@@H]1CN([C@H](C)CO)C(=O)c2cc(NC(=O)c3ccncc3)ccc2O[C@@H](C)CCCCO[C@H]1CN(C)C	4.1	9
C/C=C/c1ccc2c(c1)O[C@H](CN(C)S(=O)(=O)c1ccc(F)cc1)[C@H](C)CN([C@@H](C)CO)S2(=O)=O	0.0	8
O=C(CSC1CC(=O)N(c2ccccc2)C1=O)Nc1cccc(Cl)c1 (stereo not given)	0.4	-2
Cc1ccc(S(=O)(=O)N[C@@H]2CC[C@H](CC(=O)NCCc3ccncc3)O[C@@H]2CO)cc1	0.2	-2
Cc1ccc(S(=O)(=O)Nc2ccc3c(c2)CC(=O)N([C@@H](C)CO)C[C@H](C)[C@@H](CN(C)Cc2ccc(-c4ccccc4)cc2)O3)cc1	0.2	·
Cc1noc(C)c1NC(=O)N(C)C[C@@H]1OCCCC[C@@H](C)Oc2ccc(NS(=O)(=O)c3c(C)noc3C)cc2C(=O)N([C@@H](C)CO)C[C@H]1C	5.7	·
CC(C)NC(=O)N(C)C[C@H]1Oc2cc(-c3ccccc3)ccc2S(=O)(=O)N([C@H](C)CO)C[C@@H]1C	-0.5	3
Cc1noc(C)c1S(=O)(=O)N(C)C[C@@H]1Oc2c(cccc2N(C)C)C(=O)N([C@H](C)CO)C[C@H]1C	1.4	6
CCCNC(=O)N(C)C[C@@H]1Oc2cc(C#C[C@H](C)O)ccc2S(=O)(=O)N([C@H](C)CO)C[C@H]1C	-0.6	25&19
Cc1noc(C)c1S(=O)(=O)Nc1ccc2c(c1)C(=O)N([C@H](C)CO)C[C@@H](C)[C@H](CN(C)C(=O)Nc1ccc3c(c1)OCO3)OCCCC[C@@H](C)O2	0.2	·
COc1ccc(S(=O)(=O)Nc2ccc3c(c2)C(=O)N([C@@H](C)CO)C[C@@H](C)[C@@H](CN(C)S(=O)(=O)c2cn(C)cn2)O3)cc1	-0.6	·
O=C(CSc1nnc(-c2cccnc2)n1C1CCCCC1)Nc1ccc(Cl)cc1	0.1	-14
C[C@H](CO)N1C[C@H](C)[C@@H](CN(C)Cc2ccncc2)Oc2ccc(NC(=O)Cn3cnnn3)cc2CC1=O	6.9	-2
C[C@@H]1CN([C@@H](C)CO)S(=O)(=O)c2ccc(-c3ccccc3F)cc2O[C@H]1CN(C)S(C)(=O)=O	-0.7	2
COc1ccc(NC(=O)N[C@@H]2CC[C@H](CCNS(=O)(=O)c3cccc(Cl)c3)O[C@@H]2CO)cc1	-0.3	-12
C[C@H]1CN([C@@H](C)CO)C(=O)c2cc(NC(=O)C3CC3)ccc2O[C@H]1CN(C)S(=O)(=O)c1ccc(Cl)cc1	0.1	·
O=c1cc(CSc2nc3sc4c(c3c(=O)n2Cc2ccco2)CCC4)[nH][nH]1	-0.9	-5
Cc1ccc(S(=O)(=O)N(C)C[C@@H]2Oc3c(cccc3N(C)C)C(=O)N([C@H](C)CO)C[C@H]2C)cc1	-1.7	0
CN(C)CC(=O)N[C@H]1CC[C@@H](CC(=O)NCc2ccccc2F)O[C@H]1CO	0.0	9
C[C@H]1CN([C@@H](C)CO)C(=O)Cc2cc(NS(C)(=O)=O)ccc2O[C@H]1CN(C)S(=O)(=O)c1cccs1	1.4	·
Cc1ccc(-c2cn3c4ccccc4nc3n2CCN2CCOCC2)cc1	0.1	0
C[C@@H]1CCCCO[C@H](CN(C)S(=O)(=O)c2ccc(Cl)cc2)[C@H](C)CN([C@@H](C)CO)C(=O)c2cc(N(C)C)ccc2O1	1.7	-4
CC(C)NC(=O)Nc1ccc2c(c1)C(=O)N([C@H](C)CO)C[C@H](C)[C@H](CN(C)Cc1ccncc1)O2	0.0	·
CC(=O)N(C)C[C@@H]1Oc2ncc(-c3cncnc3)cc2C(=O)N([C@H](C)CO)C[C@@H]1C	2.1	-21

Next part:
SMILES	IDH1 mut inh	EZH2 inh
C[C@@H]1CN([C@H](C)CO)C(=O)c2cc(C#CC3CCCC3)cnc2O[C@H]1CN(C)Cc1ccncc1	0.1	·
COCC(=O)N1C[C@@H](C)[C@H](OC)CN(C)C(=O)c2ccc(NC(=O)c3ccc(OC)cc3)cc2OC[C@@H]1C	-0.1	3
C[C@H](CO)N1C[C@H](C)[C@@H](CN(C)Cc2ccc3c(c2)OCO3)Oc2cc(C#CCN(C)C)ccc2S1(=O)=O	0.5	-20
C[C@H]1CN([C@@H](C)CO)C(=O)c2cccc(N(C)C)c2O[C@@H]1CN(C)Cc1ccc(Oc2ccccc2)cc1	-2.6	17
COCCNC(=O)C[C@@H]1C[C@H]2c3cc(NS(=O)(=O)c4ccccc4)ccc3O[C@H]2[C@H](CO)O1	-0.1	-4
C[C@@H]1CN([C@H](C)CO)C(=O)c2cc(NC(=O)Nc3cccc4ccccc34)ccc2O[C@@H]1CN(C)C(=O)Nc1ccc(F)cc1	0.0	·
C[C@@H]1CN([C@@H](C)CO)C(=O)c2cc(NC(=O)Nc3ccccc3)ccc2O[C@H]1CN(C)C(=O)NC1CCCCC1	-5.3	·
O=C(C[C@@H]1C=C[C@@H](NS(=O)(=O)c2ccc(F)cc2)[C@H](CO)O1)NCCN1CCCCC1	-0.1	1
CO[C@H]1CN(C)C(=O)c2ccc(NC(=O)NC(C)C)cc2OC[C@H](C)N(CC2CC2)C[C@@H]1C	-0.3	-9
COc1ccccc1C(=O)Nc1ccc2c(c1)OC[C@@H](C)NC[C@H](C)[C@@H](OC)CN(C)C2=O	-0.5	0
CC1OC(OC2C(OC(=O)C34CCC(C)(C)CC3C3=CCC5C6(C)CCC(OC7OC(CO)C(OC8OC(C(=O)O)C(OC9OCC(O)C(O)C9O)C(O)C8O)C(O)C7O)C(C)(CO)C6CCC5(C)C3(C)CC4)OC(COC3OCC(O)C(O)C3O)C(O)C2O)C(O)C(O)C1O (stereo not given)	-0.1	5
C[C@@H]1CCCCO[C@H](CN(C)C(=O)Nc2ccc(C(F)(F)F)cc2)[C@H](C)CN([C@@H](C)CO)C(=O)c2cc(NS(=O)(=O)c3cn(C)cn3)ccc2O1	-1.0	·
O=C(N/N=C/c1ccc(Br)o1)c1ccccc1O	0.1	-3
C[C@H](CO)N1C[C@H](C)[C@H](CN(C)S(C)(=O)=O)Oc2ccc(NS(=O)(=O)c3ccc(Cl)cc3)cc2C1=O	-1.3	·
CCC(=O)N(C)C[C@H]1Oc2cc(-c3ccccc3OC)ccc2S(=O)(=O)N([C@H](C)CO)C[C@H]1C	-1.6	-4
COCC#Cc1ccc2c(c1)O[C@H](CN(C)Cc1ccncc1)[C@@H](C)CN([C@@H](C)CO)S2(=O)=O	-1.9	2
C[C@H](CO)N1C[C@H](C)[C@H](CN(C)Cc2ccncc2)OCCCC[C@H](C)Oc2ccc(NS(=O)(=O)c3ccc(Cl)cc3)cc2C1=O	26	·
Cc1ccc(S(=O)(=O)N(C)C[C@@H]2Oc3ncc(Br)cc3C(=O)N([C@@H](C)CO)C[C@H]2C)cc1	-0.8	2
Cn1c(SCC(=O)Nc2ccc(Cl)cc2)nnc1-c1ccc(Br)cc1	0.3	11
CS(=O)(=O)N(CC(=O)Nc1cccc([N+](=O)[O-])c1)c1ccc(Br)cc1	0.4	-1
Cc1ccc(C(O)COC2=NCNc3cc(Cl)ccc32)cc1 (stereo not given)	-0.9	-9
COc1ccc(CN(C)C[C@H]2OCCCC[C@H](C)Oc3ccc(NC(=O)NC4CCCCC4)cc3C(=O)N([C@@H](C)CO)C[C@@H]2C)cc1	2.0	·
CS(=O)(=O)N(CC(=O)NC1CC2CCC1C2)c1ccc(Cl)c(C(F)(F)F)c1 (stereo not given)	-0.2	-14
Cc1noc(C)c1S(=O)(=O)Nc1ccc2c(c1)C(=O)N([C@@H](C)CO)C[C@H](C)[C@H](CN(C)CC1CCCCC1)OCCCC[C@H](C)O2	4.2	·
COC(=O)N(C)C[C@@H]1OCc2cn(nn2)CCCC(=O)N([C@H](C)CO)C[C@H]1C	1.0	·

Compounds listed so far containing two or more sulfur atoms, in the order listed:
SMILES	IDH1 mut inh	EZH2 inh
C/C=C/c1ccc2c(c1)O[C@H](CN(C)S(=O)(=O)c1ccc(F)cc1)[C@H](C)CN([C@@H](C)CO)S2(=O)=O	0.0	8
COc1ccc(S(=O)(=O)Nc2ccc3c(c2)C(=O)N([C@@H](C)CO)C[C@@H](C)[C@@H](CN(C)S(=O)(=O)c2cn(C)cn2)O3)cc1	-0.6	·
C[C@@H]1CN([C@@H](C)CO)S(=O)(=O)c2ccc(-c3ccccc3F)cc2O[C@H]1CN(C)S(C)(=O)=O	-0.7	2
O=c1cc(CSc2nc3sc4c(c3c(=O)n2Cc2ccco2)CCC4)[nH][nH]1	-0.9	-5
C[C@H]1CN([C@@H](C)CO)C(=O)Cc2cc(NS(C)(=O)=O)ccc2O[C@H]1CN(C)S(=O)(=O)c1cccs1	1.4	·
C[C@H](CO)N1C[C@H](C)[C@H](CN(C)S(C)(=O)=O)Oc2ccc(NS(=O)(=O)c3ccc(Cl)cc3)cc2C1=O	-1.3	·

Other records follow:
SMILES	IDH1 mut inh	EZH2 inh
C[C@@H]1CN([C@H](C)CO)C(=O)c2cc(Br)cnc2O[C@H]1CN(C)C(=O)Nc1ccc2c(c1)OCO2	·	-5
CO[C@@H]1CN(C)C(=O)c2cc(NC(=O)c3cc(C)on3)ccc2OC[C@@H](C)N(S(=O)(=O)c2cccc(C)c2)C[C@H]1C	-0.6	8
C[C@H]1CN([C@@H](C)CO)C(=O)c2cc(NC(=O)Cc3ccccc3)ccc2O[C@@H]1CN(C)S(=O)(=O)c1cccs1	-0.2	·
O=C(Nc1ccc2c(c1)[C@@H]1C[C@@H](CC(=O)N3CCOCC3)O[C@@H](CO)[C@@H]1O2)C1CCC1	-1.6	-3
C[C@H]1CN([C@@H](C)CO)C(=O)Cc2cc(NS(=O)(=O)c3ccc(F)cc3)ccc2O[C@@H]1CN(C)Cc1ccc(-c2ccccc2)cc1	2.9	·
O=C(O)CCCCCCC(=O)N/N=C/c1nccs1	·	-29
CO[C@@H](CN(C)S(=O)(=O)c1cn(C)cn1)[C@H](C)CN(C(=O)Nc1ccc(C(F)(F)F)cc1)[C@@H](C)CO	-0.1	-8
CC(C)NC(=O)N(C)C[C@H]1Oc2ccc(N(C)C)cc2CC(=O)N([C@@H](C)CO)C[C@H]1C	1.2	-1
O=C(C[C@@H]1CC[C@H](NC(=O)c2ccc(F)cc2)[C@@H](CO)O1)NCCc1ccccc1	0.0	4
CO[C@@H]1CN(C)C(=O)c2cc(NS(=O)(=O)c3ccccc3)ccc2OC[C@H](C)N(Cc2nccs2)C[C@H]1C	-0.3	-6
C[C@H](CO)N1C[C@H](C)[C@H](CN(C)C(=O)Nc2cc(F)ccc2F)Oc2cc(C#CC3CC3)ccc2S1(=O)=O	·	-15
CC(C)NC(=O)N(C)C[C@@H]1Oc2c(NS(C)(=O)=O)cccc2C(=O)N([C@H](C)CO)C[C@@H]1C	2.2	5
CC(=O)c1cccc(NC(=O)CSc2nc(-c3ccc(F)cc3)cs2)c1	-0.2	16
COc1ccc(NC(=O)CNC(=O)c2ccccc2F)cc1Cl	0.6	-10
Cc1ccc(S(=O)(=O)N(C)C[C@@H]2Oc3ncc(-c4ccccc4)cc3C(=O)N([C@@H](C)CO)C[C@H]2C)cc1	-29	-16
O=C(Cc1ccncc1)Nc1ccc2c(c1)[C@@H]1C[C@H](CC(=O)N3CCOCC3)O[C@H](CO)[C@@H]1O2	-0.7	21
COc1ccc(S(=O)(=O)N(C)C[C@H]2OCCCC[C@@H](C)Oc3ccc(NC(=O)Nc4ccc(C(F)(F)F)cc4)cc3C(=O)N([C@@H](C)CO)C[C@@H]2C)cc1	1.8	·
COCC(=O)Nc1ccc2c(c1)OC[C@@H](C)N(Cc1cc(F)ccc1F)C[C@H](C)[C@@H](OC)CN(C)C2=O	0.0	-6
Cc1c(Cl)ccc2c(C(=O)NCCCn3nccc3C)cc(-c3ccccn3)nc12	0.1	9
CO[C@H]1CN(C)C(=O)c2cc(NC(=O)C3CC3)ccc2OC[C@@H](C)N(C(=O)CN(C)C)C[C@@H]1C	0.3	11
COc1cccc(S(=O)(=O)Nc2ccc3c(c2)[C@H]2C[C@H](CC(=O)O)O[C@H](CO)[C@H]2O3)c1	-0.2	-8
O=C(N/N=C/c1ccccc1O)c1ccccn1	-0.2	3
CO[C@@H]1CN(C)C(=O)c2ccc(NC(C)=O)cc2OC[C@H](C)N(Cc2ccccc2F)C[C@@H]1C	0.4	12
COc1ccc(NC(=O)Nc2ccc3c(c2)C(=O)N([C@@H](C)CO)C[C@H](C)[C@H](CN(C)C(=O)Nc2ccc(OC)cc2)O3)cc1	1.3	·
Cc1cc(=O)[nH]c(SCC2COC3(CCCCC3)O2)n1 (stereo not given)	-0.4	9
CCCNC(=O)C[C@@H]1C[C@@H]2c3cc(NC(=O)NC4CCCC4)ccc3O[C@@H]2[C@@H](CO)O1	3.0	5
CO[C@@H]1CN(C)C(=O)c2cc(NC(=O)NC(C)C)ccc2OC[C@H](C)N(C)C[C@@H]1C	-0.1	-2
COCC(=O)Nc1ccc2c(c1)C(=O)N(C)C[C@@H](OC)[C@@H](C)CN(Cc1ccccc1F)[C@H](C)CO2	-0.4	1
Cc1ccc(S(=O)(=O)N(C)C[C@H]2Oc3c(NS(=O)(=O)c4ccc(Cl)cc4)cccc3C(=O)N([C@H](C)CO)C[C@H]2C)cc1	1.4	·
C[C@H](CO)N1C[C@H](C)[C@H](CN(C)Cc2ccccc2)Oc2ncc(-c3ccccc3)cc2C1=O	0.2	-3&-9

Reformatted: four of the compounds above
The line under a structure holds: IDH1 mut inh, EZH2 inh
> O=C(Cc1ccncc1)Nc1ccc2c(c1)[C@@H]1C[C@H](CC(=O)N3CCOCC3)O[C@H](CO)[C@@H]1O2
→ -0.7, 21
> COc1ccc(S(=O)(=O)N(C)C[C@H]2OCCCC[C@@H](C)Oc3ccc(NC(=O)Nc4ccc(C(F)(F)F)cc4)cc3C(=O)N([C@@H](C)CO)C[C@@H]2C)cc1
→ 1.8, ·
> COCC(=O)Nc1ccc2c(c1)OC[C@@H](C)N(Cc1cc(F)ccc1F)C[C@H](C)[C@@H](OC)CN(C)C2=O
→ 0.0, -6
> Cc1c(Cl)ccc2c(C(=O)NCCCn3nccc3C)cc(-c3ccccn3)nc12
→ 0.1, 9
